High-throughput results as filed in PubChem BioAssay.
Glioma ERSR ind: qHTS for Inducers of the Endoplasmic Reticulum Stress Response (ERSR) in Human Glioma: qHTS; U87-MG GRP78 promoter luciferase reporter, 16 h; Potency, µM, without a hit: at the highest dose activation, actives largely listed as activators; actives 0.02% (n = 420,000); AID 602332, 2012; note: potency is the fitted concentration of half-maximal effect; series mostly up to about 76 µM; % of control where 0% means no effect; nearly all actives have a fitted effect of over 35% in size
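ERSR induction read as luciferase luminescence (Bright-Glo, 10 min at room temperature) in stably transfected human U87-MG glioma cells exposed to compounds for 16 h, using GRP78 as sensor.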
RGS4 inh: Inhibitors of Regulator of G Protein Signaling (RGS) 4: qHTS | Potency, µM (top dose mostly 114 µM), for the others: at the highest dose activity change, negative = inhibition, most hits filed as inhibitors | actives 0.039% (n = 390,000) | Transcreener GDP fluorescence polarization, RGS4-accelerated GTP hydrolysis | AID 504845, 2011 | Regulator of G-protein signaling 4 (Homo sapiens), P49798; note: potency is the fitted concentration of half-maximal effect; % is set by controls: 0 for no effect and ±100 for the full control effect; nearly all actives have a fitted effect of over 75% in size; some results filed as inactive show a strong effect at the top dose
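MLSMR compounds (23 nl, pin-transferred) preincubated 10 min at room temperature with a 500nM (2x) first reagent, then RGS4 at 900nM (2x) plus Transcreener GDP mix added; fluorescence polarization (620/688 nm) read before and after 90 min at 30 °C.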
D2 agonist: HTS Assay for Allosteric Agonists of the Human D2 Dopamine Receptor: Primary Screen for Agonists; D(2) dopamine receptor (Homo sapiens), P14416; HEK293 T-REx D2 cells, calcium flux agonist mode; activation, % at 2 µM; actives 0.53% (n = 340,000);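 active = activation over 3 SD above normal in the single-dose calcium agonist read, cut at about 30% in these data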; note: 0% is about no effect
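Agonism is scored from calcium flux in a force-coupled, inducible HEK293 cell line expressing D2, read kinetically for 180 s after compound addition against dopamine controls.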
ERG-DNA inh: qHTS for Small Molecule Inhibitors of the ERG Ets/DNA interaction | Transcriptional regulator ERG (Homo sapiens), P11308 | fluorescence polarization, His-ERG Ets domain / labelled DNA | Potency, µM (top dose mostly 76.9 µM), for inactives: at the highest dose FP activity, negative = inhibition, hits mostly inhibitors | actives 0.028% (n = 370,000) | AID 624246, 2012; active = well fitted inhibition curve with a large enough effect in the polarisation, with a control signal flat; inconclusive = small, poorly fitted or top-dose-only effect, or effect the other way, or a change in a side signal; inactive = no such curve, though single readings can be large or run the other way; the % refers to the polarisation;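 note: polarization taken with two DNA probes labelled with fluorescein and Texas red; potency is the fitted concentration of half-maximal effect; % of control where 0% means no effect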
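His-tagged ERG Ets domain (1 uM in the protein solution; 300mM KCl, 50mM Tris-HCl, 1mM EDTA, 1mM DTT, pH 7.5) received compound, then a probe mix of 5 nM fluorescein-DNA and 100nM Texas-615-DNA. Fluorescence polarization was read for both dyes.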
LDHA inh: qHTS assay for inhibitors of human lactate dehydrogenase; AID 1347041, 2019; actives 0.15% (n = 480,000); activity change, % (values are at about 110 or 230 µM); purified LDHA, NADH/diaphorase-resazurin fluorescence; hits give low values; in the data active = activity change below about -30%; inconclusive = mostly about -25% to -30%;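 note: plate controls were DMSO wells for no effect and wells without enzyme for full effect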
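LDH5 2 nM; NADH 0.06 mM, pyruvate 0.2 mM; 200 mM Tris pH 7.4, EDTA, Tween-20; 5 min RT. Detection: diaphorase 0.133 mg/mL + resazurin 37 µM, fluorescence ex540/em590 at 0 and 20 min; normalized to enzyme-free and DMSO wells.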
D2 antag: HTS Assay for Allosteric Antagonists of the Human D2 Dopamine Receptor: Primary Screen for Antagonists. D(2) dopamine receptor (Homo sapiens), P14416. HEK293 TREx D2 cells, calcium flux, dopamine EC80. inhibition, % at 10 µM. actives 2% (n = 340,000). AID 485344, 2010; in the data active = inhibition above about 30%; note: 0% is about no effect
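Measurement of antagonist activity uses fluorescent calcium dye in inducible HEK293 T-REx D2 cells: 10 s baseline, compound addition with 180 s read, EC80 dopamine addition with a further 180 s read.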
Vif-A3F inh: qHTS for Inhibitors of Vif-A3F Interactions: qHTS | HeLa A3F-eYFP + Vif (tagged APOBEC3F with the HIV-1 protein that degrades it), YFP fluorescence increase | Potency, µM (highest dose often 46.1 µM), for the others: at the highest dose activity, negative = active | actives 0.2% (n = 390,000) | AID 602313, 2012; note: potency is the fitted concentration of half-maximal effect; % of control where 0% means no effect; nearly all actives have a fitted effect of over 65% in size
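Fluorescence increase (Ex 488/Em 500-530) after overnight compound treatment at 37 deg C flags inhibition of Vif-driven A3F-eYFP loss in stable HeLa A3F-eYFP/Vif cells seeded overnight beforehand.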
ALOX12 inh: Primary qHTS assay for inhibitors of human arachidonate 12S-lipoxygenase (ALOX12): Round 2; Polyunsaturated fatty acid lipoxygenase ALOX12 (Homo sapiens), P18054; purified 12hLO, xylenol orange hydroperoxide absorbance; Potency, µM (doses to about 108 µM), without a hit: top-dose activity change, negative = inhibition, usual class: inhibitors; actives 1.1% (n = 580,000); AID 1671190, 2021; note: potency is the fitted concentration of half-maximal effect; % is set by controls: 0 for no effect and ±100 for the full control effect
Target sequence (P18054 whole entry, looked up): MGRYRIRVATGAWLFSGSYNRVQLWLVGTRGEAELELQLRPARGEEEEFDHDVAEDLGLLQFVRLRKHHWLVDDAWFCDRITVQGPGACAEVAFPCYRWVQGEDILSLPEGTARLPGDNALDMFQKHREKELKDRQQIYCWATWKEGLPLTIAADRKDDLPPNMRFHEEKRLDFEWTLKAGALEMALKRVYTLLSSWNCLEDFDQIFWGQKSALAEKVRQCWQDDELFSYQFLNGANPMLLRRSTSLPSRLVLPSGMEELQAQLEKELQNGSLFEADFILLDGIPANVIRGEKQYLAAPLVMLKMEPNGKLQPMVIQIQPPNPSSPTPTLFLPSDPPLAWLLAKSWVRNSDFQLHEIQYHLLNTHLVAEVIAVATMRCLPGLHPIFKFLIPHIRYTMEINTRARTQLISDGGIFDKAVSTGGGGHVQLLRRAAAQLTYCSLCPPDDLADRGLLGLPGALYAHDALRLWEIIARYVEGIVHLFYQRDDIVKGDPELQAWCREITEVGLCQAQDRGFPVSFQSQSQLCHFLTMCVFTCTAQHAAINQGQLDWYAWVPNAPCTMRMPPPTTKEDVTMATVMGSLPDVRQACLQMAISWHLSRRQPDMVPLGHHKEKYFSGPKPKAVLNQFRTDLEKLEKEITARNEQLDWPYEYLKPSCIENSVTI
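Purified human 12hLO at 150 nM in 25 mM Hepes, 0.01% Triton X-100, pH 7.0, preincubated 15 min at room temperature with compound. Reaction started with 40 uM arachidonic acid, 30 min at room temperature. Hydroperoxide measured by Fe-xylenol orange, 573/405 nm absorbance ratio.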
Vif-A3G inh: qHTS for Inhibitors of Vif-A3G Interactions: qHTS. DNA dC->dU-editing enzyme APOBEC-3G (Homo sapiens), Q9HC16. HeLa A3G-eYFP + Vif (tagged APOBEC3G with the HIV-1 protein that degrades it), YFP fluorescence, overnight. Potency, µM (doses to about 46.1 µM), inactives show at the top dose activity, negative = active, usual class: inhibitors. actives 0.076% (n = 410,000). AID 602310, 2012;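 note: potency is the fitted concentration of half-maximal effect; % is set by controls: 0 for no effect and ±100 for the full control effect; nearly all actives have a fitted effect of over 60% in size; hits raise eYFP signal because A3G escapes Vif-driven loss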
Target sequence (Q9HC16 whole entry, looked up): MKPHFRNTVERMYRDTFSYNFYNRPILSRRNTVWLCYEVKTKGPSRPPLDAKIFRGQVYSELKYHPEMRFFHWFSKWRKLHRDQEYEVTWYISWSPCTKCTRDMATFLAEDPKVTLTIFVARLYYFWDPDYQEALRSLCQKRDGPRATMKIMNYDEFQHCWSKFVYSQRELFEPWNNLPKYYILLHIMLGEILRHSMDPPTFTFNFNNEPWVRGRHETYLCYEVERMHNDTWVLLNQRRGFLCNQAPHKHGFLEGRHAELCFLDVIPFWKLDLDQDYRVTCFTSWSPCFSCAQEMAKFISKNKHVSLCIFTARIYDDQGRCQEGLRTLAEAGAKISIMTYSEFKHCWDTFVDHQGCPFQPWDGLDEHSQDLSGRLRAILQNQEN
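HeLa cells stably expressing Vif and C-terminally eYFP-tagged A3G, seeded overnight at 37 deg C, then exposed to compound by pintool overnight at 37 deg C. Rise in yellow fluorescence (Ex 488/Em 500-530, Acumen) marks blocked Vif-driven A3G degradation.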
* = called active by the depositor; u = inconclusive; x = no result given; & = joins results of further samples; [ ] = dose if it differs, or a comment. Unless noted, calls come from the whole dose curve; as a rule, active = well fitted curve in the direction sought with a large enough effect; inconclusive = small, poorly fitted or top-dose-only effect, or another doubt; inactive = no such curve, though single readings can be large; an effect the other way counts as inactive or inconclusive. A portion of the library. The share of hits here may be higher or lower than overall.

molecule,D2 agonist,ERG-DNA inh,ALOX12 inh,RGS4 inh,Glioma ERSR ind,D2 antag,Vif-A3F inh,LDHA inh,Vif-A3G inh
CCc1ccc(NC(=O)CSc2nc3nc(C)cc(C)n3n2)cc1,-3.4&-0.5,-2%&4%,4%&-4%,21%[11.4 µM],-4%&-3%,3,-15%&4%,0&-7,0%&2%
Cn1cnc2c(NCc3ccccc3)nc(Cl)nc21,x,x,x,19%,-1%,x,x,-9,-8%
COc1ccccc1CNC(=O)CSc1ncc2c(n1)-c1ccccc1N(Cc1ccc(C)cc1)S2(=O)=O,0.5,-2%,u,2%,3%,x,5%,-14,3%
COc1ccc2c(c1)cc1c(=O)n(CC(=O)NC(C)CCc3ccccc3)nc(C)n12 (centres undefined),0.4&-0.3,-1%&1%,0%&0%,41%&-10%,-1%&-2%,-4,-5%&2%,-8&2,2%&-4%
Cc1ccc(NC(=O)c2ccc(CSc3nccc(C)n3)cc2)cc1,-0.5,-4%,-12%,-3%,3%,31*,-4%,-11,2%
CCc1cccc(C)c1NC(=O)CSc1nc(C)cc(C)c1C(=O)Nc1ccccc1,-1.1,-4%,7%,-17%,2%,x,-2%,1,0%
COC(=O)c1cccc(Cn2c(Cl)c(/C=N/NC(=O)c3ccco3)sc2=O)c1,-0.8,22%,-1%,13%,-1%,15,-36%,-9,-3%
Oc1ccc(CN2CCC(Cc3ccccc3)CC2)c2cccnc12,0.2,4%,u,10%,-1%,7,0%,17,5%
CCOC(=O)c1c(NC(=O)CN2CCCCC2)sc(CN(C)C)c1-c1ccccc1,-0.5,-1%,20%,-10%,-4%,-3,-1%,-4,2%
COc1ccc(-c2cc(C(F)(F)F)nc(SCCC(=O)Nc3ccccc3F)n2)cc1,0.4,2%,-20%,-15%,-7%,x,5%,0,-1%
CCCc1nc2ccccc2c(C(=O)OCC(=O)Nc2c(C)n(C)n(-c3ccccc3)c2=O)c1CC,-1.3,14%,-9%,-18%,-4%,-3,-1%,-3,-1%
Cc1ccc2nc(SCC(=O)Nc3cccc(S(N)(=O)=O)c3)[nH]c2c1,-2.1,11%,14%,15%,7%,2,3%,-2,-5%
O=c1c(O)c(-c2ccc(O)cc2)oc2cc(O)cc(O)c12,x,-4%,u,5%,4%&1%&2%,x,-1%,8,1%
N=C1C(c2nc3ccccc3s2)=C(O)CN1C1CCCCC1,0.8,4%,0%,-2%,5%,9,-4%,2,-10%
CCS(=O)(=O)c1nc(S(=O)(=O)c2ccc(C)cc2)c(NCCCN2CCOCC2)s1,1.6,-13%,0%,-11%,1%,0,2%,-2,1%
Cc1ccc2cccc(OCC(=O)Nc3cccc(S(=O)(=O)N4CCCC4)c3)c2n1,-3.9,-10%,348%[activator],10%,-5%,-47,10%,-6,-7%
COc1ccccc1-c1nc(N)n[nH]1,-1.8,0%,-15%,13%,-1%,-14,0%,-3,-1%
COc1cccc(C(=O)Nc2ccc3oc(-c4ccc5ccccc5c4)nc3c2)c1,x,-2%,-29%,-2%,9%,x,-2%,-14,-4%
CCOc1ccc(CCNc2nc3ccccc3n3c(C)nnc23)cc1OCC,1.3&-0.3,-1%&0%,21%&-26%,24%&40%,-2%&-5%,-9,-3%&-4%,-4&-11,1%&2%
COC(=O)C(NC(=O)c1ccccc1)=C1C=C(C)OC(C)=C1,x,-1%,0%,10%,-3%,14,-2%,0,-4%
COc1ccccc1CCc1nnc(CCC(=O)N(C)Cc2cccc3ncccc23)o1,0.3,-8%,-15%,-1%,2%,-7,4%,-3,-1%
COc1ccc(CN2CCSCC2)cc1C,6.0,x,u,9%,-3%,2,-17%,-22,-2%
CCC1C(=O)c2ccccc2N(C)C1=O (centres undefined),0.4,2%,-11%,-17%,-4%,6,1%,0,-1%
COc1ccc(NC(=O)C(F)(F)F)cc1OC,0.0,7%,0%,-3%,-7%,10,-1%,-1,0%
Fc1cc(Cl)c(OCc2noc(-c3ccsc3)n2)c(Cl)c1,-0.5,2%,14%,15%,3%,-14,-1%,-5,-7%
Cc1ccc(C(=O)N2CCN(c3ccc(NC(=S)NC(=O)Cc4ccccc4)cc3)CC2)cc1,-0.1,0%,u,-19%,-3%,-14,-1%,-4,1%
COc1ccccc1-n1cnc2cc(NCc3ccccc3O)ccc21,1.9,-5%,-10%,-14%[11.4 µM],1%,-18,-1%,2,-16%
CCOC(=O)c1sc(NC(=O)CSc2nc(C)cc(C)n2)c(C#N)c1C,0.3,-1%,-4%,-34%,1%,4,-6%,-4,0%
Cc1[nH]c2ccccc2c1C(=O)C(C)OC(=O)c1ccc([N+](=O)[O-])o1 (centres undefined),0.3,5%,-8%,7%,-13%,1,1%,7,-18%
COc1ccc(/C(C)=N/N=C(\C)c2ccc(OC)cc2OC)c(OC)c1,1.2,10%,-12%,-2%,-3%,-5,-3%,-3,-1%

Exported with each value named: part of the list above.
> COc1ccc(CN2CCSCC2)cc1C
  D2 agonist: 6.0 | ERG-DNA inh: x | ALOX12 inh: u | RGS4 inh: 9% | Glioma ERSR ind: -3% | D2 antag: 2 | Vif-A3F inh: -17% | LDHA inh: -22 | Vif-A3G inh: -2%
> CCC1C(=O)c2ccccc2N(C)C1=O (centres undefined)
  D2 agonist: 0.4 | ERG-DNA inh: 2% | ALOX12 inh: -11% | RGS4 inh: -17% | Glioma ERSR ind: -4% | D2 antag: 6 | Vif-A3F inh: 1% | LDHA inh: 0 | Vif-A3G inh: -1%
> COc1ccc(NC(=O)C(F)(F)F)cc1OC
  D2 agonist: 0.0 | ERG-DNA inh: 7% | ALOX12 inh: 0% | RGS4 inh: -3% | Glioma ERSR ind: -7% | D2 antag: 10 | Vif-A3F inh: -1% | LDHA inh: -1 | Vif-A3G inh: 0%
> Fc1cc(Cl)c(OCc2noc(-c3ccsc3)n2)c(Cl)c1
  D2 agonist: -0.5 | ERG-DNA inh: 2% | ALOX12 inh: 14% | RGS4 inh: 15% | Glioma ERSR ind: 3% | D2 antag: -14 | Vif-A3F inh: -1% | LDHA inh: -5 | Vif-A3G inh: -7%

Further structures
molecule,D2 agonist,ERG-DNA inh,ALOX12 inh,RGS4 inh,Glioma ERSR ind,D2 antag,Vif-A3F inh,LDHA inh,Vif-A3G inh
CC1CCN(C(=O)c2ccc(N3CCOCC3)c([N+](=O)[O-])c2)CC1,x,5%,177%[activator],-8%,-2%,x,-3%,0,7%
COC(=O)C(Cc1ccccc1)NC(=O)c1cc(=O)[nH]c2ccccc12 (centres undefined),x,-1%,-17%,9%,-2%,x,13%,-1,1%
CCOC(=O)C(Cc1ccc(O)cc1)Nc1nc2ccccc2o1 (centres undefined),x,4%,-9%,-15%,0%,x,14%,-2,0%
O=c1nc2n(CCO)c3ccccc3cc-2c(=O)[nH]1,x,x,-8%,-7%,-2%,x,5%,-2,0%
Cc1cc2nnc(SCc3ccccc3)n2c(N)n1,-0.8,-8%,-4%,-14%,-2%,1,-5%,-4,0%
CC1=[N+](C)N(c2ccccc2)C(=O)C1N=C/C=C/c1ccccc1 (centres undefined),0.3,-20%,u,24%,6%,-2,13%,0,5%
Cc1cc2nc3n(c2cc1C)CC1CC(C(=O)NCc2cccc(C(F)(F)F)c2)N(C)C31 (centres undefined),0.3,-19%,8%,7%,-1%,4,-4%,3,0%
COc1cccc(-c2cnc3c(NC(C)=O)cc(-c4ccc(OC)c(OC)c4)cn23)c1,x,x,-19%,x,u,x,x,9,u
CCOC(=O)c1cccc(NS(=O)(=O)c2ccc(-c3coc(C)n3)cc2)c1,0.0,-3%,-9%,-15%,-4%,x,u,-3,-5%
O=C(Cn1ccc(NC(=O)OCc2ccccc2)nc1=O)NCCCn1ccnc1,-0.7,12%,u,0%,-1%,6,-2%,-1,-1%
CC(=O)NC(c1cccc(F)c1)c1nc(-c2cc3ccccc3o2)cs1 (centres undefined),x,x,5%,x,2%,x,x,-12,u
COc1cccc(N(C(=O)Cn2nnc(-c3cccs3)n2)C(C(=O)NC(C)C)c2ccc(C)o2)c1 (centres undefined),2.1,0%,1%,1%,-7%,-1,-1%,-3,1%
CC1(C)CC(NC(=O)c2cc(COc3cccc(C(F)(F)F)c3)on2)CCO1 (centres undefined),0.3,-6%,23%,-4%,2%,-7,-4%,-5,2%
O=C(NCc1ccc(Cl)cc1)c1cc2ccccn2n1,-0.3,-6%,18%,-10%,0%,10,6%,1,-1%
